# Screening data from PubChem.
# CXXC DNA block – blocks binding of human MLL CXXC domain to DNA; Q03164; MLL-CXXC / FITC-HOXA9 DNA fluorescence polarization; Potency, µM (highest dose often 115 µM), for inactives: at the top dose activity change, negative = inhibition, usual class: inhibitors; 0.037% of 290,000 active; AID 2662; active means well fitted inhibition curve with a large enough effect in the polarisation, with a control signal flat, not every such curve was filed as active; inconclusive means small, poorly fitted or top-dose-only effect, or effect the other way, or a change in a side signal; inactive means no such curve, though single readings can be large or run the other way; the % refers to the polarisation; further: potency means the concentration at half of the fitted maximal effect
#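 Purified MLL-CXXC (added from a 7 uM solution) was preincubated 5 min at ambient with pinned compounds in 50 mM Tris-HCl pH 7.5, 50 mM NaCl, 1 mM DTT, 0.05% BSA. Fluorescein-labeled HOX-A9 DNA (50 nM solution) followed, 30 min, then polarization read.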
# Giardia kill – kills Giardia lamblia; 0.15% of 340,000 active; Giardia lamblia trophozoite viability; activity change, % at 7.66 µM, hits read low; in the data active means activity change below about -80%; inconclusive means between about -30% and that limit;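 further: parasites exposed to compound for two days anaerobically before the ATP read; on the % scale 0 is the no-effect control and ±100 the full control effect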
#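 Giardia trophozoites, 100 cells per well, were exposed to compounds for 48 hrs at 37 deg C under anaerobic conditions; viability was then read as ATP content by bioluminescence after 15-30 min at room temperature.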
# A-T KAP1 phos – potential ataxia-telangiectasia treatment; […] A-T fibroblasts, KAP-1 phosphorylation AlphaLISA; neocarzinostatin DNA damage 30 min before lysis; 0.19% of 320,000 active; Potency, µM (series often up to 57.5 µM), for inactives: at the highest dose activation, usual class: activators; further: potency means the concentration at half of the fitted maximal effect; % of control where 0% means no effect; nearly all actives have a fitted effect of over 45% in size
#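 ATM-like activity read as KAP-1 phosphorylation via AlphaLISA donor/acceptor antibody pairs after lysis and 6 hr at 25C. Cells were ATM-null patient fibroblasts ([…], hTERT), dosed 60 min, then exposed to the DSB inducer NCS for 30 min.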
# FBPA coupling cs – counter-screen for Giardia aldolase inhibitors: coupling enzyme system; coupling enzyme system counterscreen, AmpLite Red fluorescence; activity change, negative = inhibition, % at 58.2 µM, hits read low; 0.67% of 290,000 active; in the data active means activity change below about -30%; further: on the % scale 0 is the no-effect control and ±100 the full control effect
#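 Coupling enzymes only (glyceraldehyde-3-phosphate) + compound, at 57.5 uM final, 10 min RT; add substrate/coupling/AmpLite Red mix, 20 min RT; fluorescence ex 525/em 598 nm. Actives flag coupling-system interference.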
# Tb PFK block – T. brucei PFK enzyme inhibition | O15648 | T. brucei PFK, ADP-Glo luminescence | Potency, µM (highest dose often 57.5 µM), without a hit: at the highest dose activity, negative = inhibition, actives largely listed as inhibitors | 0.17% of 330,000 active;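 further: potency means the concentration at half of the fitted maximal effect; 0% = uninhibited 1x PFK enzyme wells and -100% = no-enzyme wells; nearly all actives have a fitted effect of over 60% in size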
#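 PFK 1.25 nM, F6P 0.5 mM, ATP 0.1 mM, 0.1 M TEA pH 8.0, 5 mM MgCl2, 0.01% Tween20, 0.1% BSA; 45 min RT. ADP-Glo readout. qHTS titration up to 57 uM; curves fitted, compounds curve-classed.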
# TSHR antag – blocks TSH signaling through the human TSH receptor. P16473. activity change, negative = inhibition, % at 11.5 µM. TSHR-expressing cells, TSH-stimulated cAMP HTRF, 2 h; stronger effect = lower value. 0.2% of 330,000 active;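 active means activity change below a set negative limit, meaning inhibition stronger than a set level, cut at about -70% in these data; inconclusive means activity change between two set negative limits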; further: on the % scale 0 is the no-effect control and ±100 the full control effect
#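 Freshly harvested TSHR cells receive pin-tooled compound, then EC80 TSH at 4nM final. After 2 hours at 37 deg C, antibody in lysis buffer and cAMP-d2 are added; 30 minutes at ambient temperature precede the HTRF read.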
# GALK inhibitor – inhibitors of human galactokinase; P51570; Purified GALK, Kinase-Glo residual ATP luminescence; Potency, µM (highest dose often 57.5 µM), for inactives: top-dose activity change, negative = inhibition, hits mostly inhibitors; 0.007% of 270,000 active; AID 1868; further: potency means the concentration at half of the fitted maximal effect; on the % scale 0 is the no-effect control and ±100 the full control effect
#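 Galactose (100 uM) and ATP (35 uM) were turned over by 5 nM GALK for 1 h at RT. Kinase-Glo Plus then converted the remaining ATP into a luminescent signal.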
# Chronic BCR inh – blocks chronic active B-cell receptor signaling; Potency, µM (top dose mostly 46.1 µM), for the others: top-dose ratio change, negative = lower green/red ratio, most hits filed as inhibitors; ABC-DLBCL IkBa-CBG/CBR reporter, luminescence ratio, 4 h; 0.05% of 340,000 active; active means well fitted inhibition curve with a large enough effect in the signal ratio, with a control signal flat, not every such curve was filed as active; inconclusive means small, poorly fitted or top-dose-only effect, or effect the other way, or a change in a side signal; the % refers to the signal ratio;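 further: potency means the concentration at half of the fitted maximal effect; plate controls were basal doxycycline-induced cells for no effect and cells given 10 µM MG132 for full effect; MG132 reads +100%, hits lower the ratio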
#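 TMD8 human ABC-DLBCL cells with doxycycline-inducible IκBα–green luciferase fusion and unfused red luciferase, in 0.5% FBS medium; compounds up to 46 uM, 4 h at 37C. Green/red luminescence ratio, filter-overlap corrected, fitted to concentration-response curves.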
# hERG WT inh – blocks the wildtype human KCNH2 potassium channel; U2OS, BacMam KCNH2, thallium flux FluxOr; stronger effect = lower value; activity change, % at 1.84 µM; 0.37% of 340,000 active;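 active means maximum activity change below -70%; inconclusive means maximum activity change between -70% and -50%; inactive means maximum activity change above -50%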; further: on the % scale 0 is the no-effect control and ±100 the full control effect
# Target sequence (Q12809 whole entry, looked up): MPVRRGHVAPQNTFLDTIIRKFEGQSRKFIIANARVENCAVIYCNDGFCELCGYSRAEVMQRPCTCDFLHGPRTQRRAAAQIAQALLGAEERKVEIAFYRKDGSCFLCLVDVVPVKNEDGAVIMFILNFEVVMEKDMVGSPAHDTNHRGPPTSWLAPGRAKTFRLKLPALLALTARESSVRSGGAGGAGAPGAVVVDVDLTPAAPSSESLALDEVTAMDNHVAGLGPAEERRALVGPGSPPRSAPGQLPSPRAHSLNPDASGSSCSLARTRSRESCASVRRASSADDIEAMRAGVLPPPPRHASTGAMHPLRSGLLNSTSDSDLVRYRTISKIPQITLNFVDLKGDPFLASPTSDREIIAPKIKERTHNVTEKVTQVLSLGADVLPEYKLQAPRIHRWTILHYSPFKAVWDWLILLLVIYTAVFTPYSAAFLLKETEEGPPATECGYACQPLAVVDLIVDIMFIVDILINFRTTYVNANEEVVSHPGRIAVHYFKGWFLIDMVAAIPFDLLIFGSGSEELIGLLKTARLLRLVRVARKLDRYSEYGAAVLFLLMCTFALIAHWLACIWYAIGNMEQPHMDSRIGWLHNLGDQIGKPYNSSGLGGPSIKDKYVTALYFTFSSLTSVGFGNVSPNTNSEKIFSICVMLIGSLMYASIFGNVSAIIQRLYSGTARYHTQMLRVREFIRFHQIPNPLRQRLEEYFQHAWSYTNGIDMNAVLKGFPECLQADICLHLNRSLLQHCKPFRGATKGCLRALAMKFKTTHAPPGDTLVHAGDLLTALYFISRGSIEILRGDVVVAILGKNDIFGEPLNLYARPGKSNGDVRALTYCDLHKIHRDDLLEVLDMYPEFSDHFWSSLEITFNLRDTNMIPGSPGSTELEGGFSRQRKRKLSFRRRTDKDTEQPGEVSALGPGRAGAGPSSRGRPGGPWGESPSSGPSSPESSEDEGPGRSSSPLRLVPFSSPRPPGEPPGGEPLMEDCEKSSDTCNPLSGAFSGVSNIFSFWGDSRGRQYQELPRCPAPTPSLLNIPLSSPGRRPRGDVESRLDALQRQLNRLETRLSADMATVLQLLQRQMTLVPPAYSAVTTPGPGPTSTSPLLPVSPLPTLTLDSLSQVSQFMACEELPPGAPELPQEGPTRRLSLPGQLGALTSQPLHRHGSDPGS
#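 U2OS cells were transduced with wild-type KCNH2 virus (2.03 x 10^8 / mL) for 4 h at room temperature, then cultured overnight at 37 C. Thallium flux was read with FluxOr dye. Rate constants were normalized to DMSO controls.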
# TCR activator – activates T cell receptor signaling; primary human leukocytes, anti-CD3, IL-2 HTRF, 48 h; 330,000 tested, under 10 active; Potency, µM (highest dose often 9.22 µM), inactives show at the top dose activation of IL-2 secretion, usual class: activators; further: % of control where 0% means no effect
#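 Primary human leukocytes incubated 48 hr with anti-CD3 beads plus compound, without co-stimulation. Secreted IL-2 measured by HTRF (europium cryptate/d2 anti-IL-2 pair, 320 nm excitation, 665 nm emission).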
# * hit, by the source's call; i = inactive; ? = inconclusive; / = no result given; & = joins results of further samples; [ ] = dose if it differs, or a comment. Unless noted, the call rests on the fitted dose curve; in most records, active means well fitted curve in the direction sought with a large enough effect; inconclusive means small, poorly fitted or top-dose-only effect, or another doubt; inactive means no such curve, though single readings can be large; an effect the other way counts as inactive or inconclusive.
SMILES,CXXC DNA block,Giardia kill,A-T KAP1 phos,FBPA coupling cs,Tb PFK block,TSHR antag,GALK inhibitor,Chronic BCR inh,hERG WT inh,TCR activator
Cc1ccc(CNC(=O)c2ccccc2N)cc1,-4%,1,-7%,1,-8%,-1,-1%,-2%,5,/
CC(=O)NC(C)c1cc(F)c2cccnc2c1O (stereo not drawn),/,7,6%&-1%,/,2%&-4%,26&-28,/,-1%&1%,/,-10%
c1ccc(COc2ccc(OCCCNC3CCCC3)cc2)cc1,?,-1,4%,0,0%,-3,-3%,-23%,42,-3%
Cc1cc(C=O)c(O)cc1O,6%,2,0%,-3,-7%,6,/,-1%,-7,0%
O=C(NC(=S)NCCc1ccccn1)c1ccco1,2%,1,1%,1,-1%,0,12%,-22%,27,-18%
O=C(CCCN1C(=O)/C(=C/c2cccc(Br)c2)SC1=S)NCCCN1CCOCC1,10%,11,-8%,/,0%,22,-2%,?,1,-10%
O=C1NC(=O)C(Cc2c[nH]c3ccccc23)N1 (stereo not drawn),-3%,15,-3%,0,1%,-5,6%,?,-10,/
COC(=O)CCC(=O)OC1(C)C(=O)C2=CN(Cc3ccc(OC)cc3)C(c3ccc(OC)cc3)=CC2=C(Br)C1=O (stereo not drawn),/,4,/,-3,/,/,/,/,-2,-1%
NS(=O)(=O)c1ccc(CCNS(=O)(=O)c2ccc(Cl)cc2)cc1,12%,14,0%,1,4%,-9,-2%,-2%,-8,0%
Cc1cc(C)c2c(C)c(C(=O)NCc3ccncc3)oc2c1,1%,-4,2%,-1,4%,-1,-4%,0%,-5,-4%[46.1 µM]
O=C(C(=O)N1CCN(c2ccccc2F)CC1)c1cn(CC(=O)N2CCOCC2)c2ccccc12,-6%,-7,5%,-1,1%,-8,-1%,-11%,-11,-3%
COC(=O)c1cc(=O)n(Cc2ccc(OC)c(OC)c2)c(=Nc2ccc(F)cc2)s1,6%,-23,-4%,-3,-2%,-4,0%,-28%,-10,-3%
Cc1ccc(OCCC(=O)OCC(=O)c2c(N)n(CC(C)C)c(=O)n(C)c2=O)cc1,/,1,1%,/,7%,-19,/,0%,5,-3%
COc1cccc(C2=N/C(=C\N(C)C)C(=O)O2)c1,0%,6,-1%,2,-2%,-5,5%,0%,-1,-4%
COc1ccc(-c2oc3cc(OC)c(O)c(OC)c3c(=O)c2OC)cc1O,-9%,13,12%,0,7%,-6,-2%,-18%,-4,3%
COc1ccc(CNC(=O)C(C)N=C2NS(=O)(=O)c3ccccc32)cc1OC (stereo not drawn),10%,-7,/,2,/,/,2%,/,9,0%
Cc1ccc(OCC(=O)N/N=C\c2ccc(O)c([N+](=O)[O-])c2)c([N+](=O)[O-])c1,-13%,-17,0%,-1,22%,-12,1%,-1%,4,-5%
Cc1cccc(S(=O)(=O)N2CCC(CO)(Cc3ccccc3)CC2)c1,-2%,-1,-3%,-1,-4%,-3,12%,12%,3,-9%
Cc1[nH]n2c(=O)c3c(nc2c1-c1ccc(Cl)cc1)CCC3,9%,-5,-3%,1,-6%,-11,-3%,3%,12,7%
CC(=O)N1c2ccc(S(=O)(=O)NCCc3ccc(Cl)cc3)cc2CC1C (stereo not drawn),-1%,32[activator],10%,/,-1%,-16,-2%,-1%,1,-3%

# Compounds shown so far that have an aryl methoxy group (five):
SMILES,CXXC DNA block,Giardia kill,A-T KAP1 phos,FBPA coupling cs,Tb PFK block,TSHR antag,GALK inhibitor,Chronic BCR inh,hERG WT inh,TCR activator
COC(=O)CCC(=O)OC1(C)C(=O)C2=CN(Cc3ccc(OC)cc3)C(c3ccc(OC)cc3)=CC2=C(Br)C1=O (stereo not drawn),/,4,/,-3,/,/,/,/,-2,-1%
COC(=O)c1cc(=O)n(Cc2ccc(OC)c(OC)c2)c(=Nc2ccc(F)cc2)s1,6%,-23,-4%,-3,-2%,-4,0%,-28%,-10,-3%
COc1cccc(C2=N/C(=C\N(C)C)C(=O)O2)c1,0%,6,-1%,2,-2%,-5,5%,0%,-1,-4%
COc1ccc(-c2oc3cc(OC)c(O)c(OC)c3c(=O)c2OC)cc1O,-9%,13,12%,0,7%,-6,-2%,-18%,-4,3%
COc1ccc(CNC(=O)C(C)N=C2NS(=O)(=O)c3ccccc32)cc1OC (stereo not drawn),10%,-7,/,2,/,/,2%,/,9,0%

# (listing goes on)
SMILES,CXXC DNA block,Giardia kill,A-T KAP1 phos,FBPA coupling cs,Tb PFK block,TSHR antag,GALK inhibitor,Chronic BCR inh,hERG WT inh,TCR activator
COc1c2ccoc2c(OCC=C(C)C)c2oc(=O)ccc12,6%,8,-7%,-13,0%,-15,/,4%,0,-4%
O=C(Nc1ccc2c(c1)C(=O)NC2=O)c1ccc2ncsc2c1,47%[activator],-6,-3%,1,-1%,3,6%,?,i,0%
Nc1c(C(=O)NCCN2CCOCC2)c2nc3ccccc3nc2n1CCc1ccccc1F,-1%,3,12%,-6,-5%,13,-2%,?,5,3%
O=C(CSc1nnc(Cc2ccccc2)n1-c1ccc(F)cc1)N1CCOCC1,-1%,-1,/,0,0%,10,2%,4%,-1,2%
O=[N+]([O-])c1ccc(S(=O)(=O)NCCN2CCOCC2)cc1,-2%,9,-1%,1,1%,-2,0%,-23%,22,3%
O=C1CC(SC(=NCc2ccc3c(c2)OCO3)Nc2ccccc2)C(=O)N1 (stereo not drawn),5%,1,-4%,-1,?,1,-1%,-13%,-30,-2%
C[C@]12c3[nH]c4ccccc4c3CCN1C(=O)C(CC(=O)NCCc1ccccn1)C[C@@H]2C(=O)N1CCCCC1 (stereo partly drawn),/,20,9%,/,0%,4,/,-8%,-4,-2%
CC(C)(C)c1ccc(/C=C2\CCn3c2nc2cc(C(=O)O)ccc2c3=O)cc1,-2%,-15,-9%,2,-4%,-4,-4%,?,-14,-29%
COc1ccc(CNC(=O)CSc2nnc(-c3cccnc3)n2N)cc1,1%,-9,1%,-2,3%,-8,1%,-9%,3,0%
Cn1cc(S(=O)(=O)N2CCc3ccccc32)cc1C(=O)Nc1ccc(Cl)cc1,/,15,-13%,-7,-2%,-2,/,?,12,3%
CC(=O)Nc1nc(S(=O)(=O)c2ccc(C)cc2)c(Cl)s1,16%,-3,0%,5,2%,4,1%,4%,12,-5%
Cc1nonc1NC(=O)CSc1nc(C23CC4CC(CC(C4)C2)C3)nc2ccccc12,1%,6,15%,-3,0%,-11,-2%,1%,3,3%
Cc1ccc(-c2nc(CS(=O)(=O)CC(=O)NCCN3CCOCC3)c(C)o2)cc1,7%,16,8%,0,-2%,-1,14%,-1%,-187*,3%
COc1ccc(CC(=O)OCC(=O)NC2CCCC(C)C2C)cc1OC (stereo not drawn),/,-14,3%,/,-1%,-2,/,-1%,-10,4%[46.1 µM]
O=C(NCCC(=O)N1CCCC1)c1ccccc1Cl,0%,5,3%,/,-1%,-1,-1%,0%,-22,6%
Cc1ccc(CNCC(O)(c2ccccc2)c2ccc(Cl)cc2)cc1 (stereo not drawn),-2%,-6,9%,-1,8%,2,-3%,-2%,30,-9%
CCC(CC)C(=O)Nc1cccc(/C(C)=N/NC(=O)c2ccccc2Cl)c1,-5%,-21,5%,0,-10%,-6,1%,?,-7,5%
O=C(NCC1CCOCC1)C1CCC(=O)N(Cc2cccc(C(F)(F)F)c2)C1 (stereo not drawn),-10%,-17,0%,/,-1%,-13,6%,-16%,-21,3%
COc1cc2c(cc1OC)CN(C(=O)c1ccc(OC)c([N+](=O)[O-])c1)CC2,4%,-14,-4%,7,1%,1,11%,-15%,-2,7%
Cc1nn(C(C)C(=O)NCc2ccc(Cl)cc2)c(=O)c2cc3occc3n12 (stereo not drawn),-4%,2,0%,/,-3%,-5,1%,-2%,-5,1%
Oc1ccc(-c2nc3ccccc3s2)c(O)c1,0%,-3,10%,1,1%,0,0%,?,2,8%
Cc1cc(C)c(NC(=O)c2ccoc2C)c(C)c1,-8%,-4,-2%,2,-2%,12,1%,-25%,-1,-2%
CCn1ncc(/C=C/C(=O)NCc2cnn(C)c2C)c1C,-7%,-2,4%,0,1%,2,2%,1%,-4,5%

# Entries shown so far that contain an aryl thioether with sulfur outside any ring:
SMILES,CXXC DNA block,Giardia kill,A-T KAP1 phos,FBPA coupling cs,Tb PFK block,TSHR antag,GALK inhibitor,Chronic BCR inh,hERG WT inh,TCR activator
O=C(CSc1nnc(Cc2ccccc2)n1-c1ccc(F)cc1)N1CCOCC1,-1%,-1,/,0,0%,10,2%,4%,-1,2%
COc1ccc(CNC(=O)CSc2nnc(-c3cccnc3)n2N)cc1,1%,-9,1%,-2,3%,-8,1%,-9%,3,0%
Cc1nonc1NC(=O)CSc1nc(C23CC4CC(CC(C4)C2)C3)nc2ccccc12,1%,6,15%,-3,0%,-11,-2%,1%,3,3%
